Screening data deposited in PubChem BioAssay by National Center for Advancing Translational Sciences (NCATS).
Vif-APOBEC3F blk = inhibitors of Vif-A3F interaction; AID 602313; Potency, µM (doses to about 46.1 µM), without a hit: at the top dose activity, negative = active; hit rate 0.2% among 390,000; HeLa A3F-eYFP + Vif (tagged APOBEC3F with the HIV-1 protein that degrades it), YFP fluorescence increase; note: potency is the fitted concentration of half-maximal effect; % of control where 0% means no effect; nearly all actives have a fitted effect of over 65% in size
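Fluorescence increase (Ex 488/Em 500-530) after overnight compound treatment at 37 deg C flags inhibition of Vif-driven A3F-eYFP loss in stable HeLa A3F-eYFP/Vif cells seeded overnight beforehand.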
Glioma ERSR ind = ER stress response induction in glioma | U87-MG GRP78 promoter luciferase reporter, 16 h | Potency, µM, without a hit: at the highest dose activation, most hits filed as activators | hit rate 0.02% among 420,000 | AID 602332; note: potency is the fitted concentration of half-maximal effect; series mostly up to about 76 µM; % of control where 0% means no effect; nearly all actives have a fitted effect of over 35% in size
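ERSR induction read as luciferase luminescence (Bright-Glo, 10 min at room temperature) in stably transfected human U87-MG glioma cells exposed to compounds for 16 h, using GRP78 as sensor.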
D1 antagonist = antagonists of human D1 dopamine receptor | P21728 | activity change, negative = inhibition, % at 10 µM | hit rate 3.2% among 360,000 | HEK293 TREx D1 cells, calcium flux, dopamine EC80; stronger effect = lower value; in the data active = activity change below about -30%; note: % is set by controls: 0 for no effect and ±100 for the full control effect
Target sequence (P21728 whole entry, looked up): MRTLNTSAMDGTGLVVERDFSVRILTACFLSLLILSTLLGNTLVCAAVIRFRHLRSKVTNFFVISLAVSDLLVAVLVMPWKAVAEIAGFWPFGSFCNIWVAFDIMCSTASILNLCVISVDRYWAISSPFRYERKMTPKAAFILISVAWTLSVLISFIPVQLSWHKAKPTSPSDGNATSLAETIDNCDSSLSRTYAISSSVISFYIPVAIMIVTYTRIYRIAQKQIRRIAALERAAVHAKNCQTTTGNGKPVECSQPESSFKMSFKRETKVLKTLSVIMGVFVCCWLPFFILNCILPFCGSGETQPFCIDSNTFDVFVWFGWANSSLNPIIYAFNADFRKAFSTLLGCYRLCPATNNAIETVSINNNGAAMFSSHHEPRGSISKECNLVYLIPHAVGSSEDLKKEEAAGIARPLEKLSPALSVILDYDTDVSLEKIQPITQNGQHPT
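HEK293 T-REx cells expressing inducible, force-coupled D1 receptor; no-wash Ca dye, 30–90 min RT. Cmpd → 180 s read at 1 Hz → EC80 DA → 180 s read.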
RXFP1 antagonist = blocks the human relaxin receptor RXFP1 | HEK293-RXFP1, relaxin-stimulated cAMP HTRF, 30 min; stronger effect = lower value | Q9HBX9 | activity change, negative = inhibition, % at 57.5 µM | hit rate 0.59% among 350,000 | AID 1259400;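 active = activity change of -60% or lower, but not beyond a set lower limit; inconclusive = change between -60% and -40%, or beyond the set limit; inactive = change above -40%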; note: % is set by controls: 0 for no effect and ±100 for the full control effect
D1 agonist = agonists of human D1 dopamine receptor. hit rate 1% among 360,000. P21728. HEK293 T-REx D1 cells, calcium flux, agonist mode. activation, % at 2 µM; in the data active = activation above about 30%; note: 0% is about no effect
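Tetracycline-induced HEK293 TREx D1 cells, force-coupled to calcium signalling, were dye-loaded with a no-wash calcium kit. Compound was pin-added after a 10 s baseline. Fluorescence was read kinetically at 1 cycle/s for 180 s, with calcium rises flagged as agonism.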
D1 PAM = enhances dopamine response at the human D1 receptor; P21728; HEK293 TREx D1 cells, calcium flux, dopamine EC20 potentiation; potentiation, % at 10 µM; hit rate 0.036% among 360,000; in the data active = potentiation above about 30%; note: 0% is about no effect
RXFP1 agonist = agonists of human relaxin receptor RXFP1; HEK293T-RXFP1 cAMP TR-FRET, 30 min; response scale: percent of porcine relaxin response, buffer zero; hit rate 0.3% among 370,000; Potency, µM (titrated, usually from 57.5 µM), without a hit: at the highest dose activation, usual class: activators; note: potency is the fitted concentration of half-maximal effect; % is set by controls: 0 for no effect and ±100 for the full control effect; nearly all actives have a fitted effect of over 60% in size; many of its hits are not listed in these tables
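HEK293 cells stably expressing RXFP1, treated 30 min at 37C with compounds plus PDE4 inhibitor Ro 20174; cAMP measured by HTRF TR-FRET. Normalized to buffer and 29 nM porcine relaxin; EC50 by Hill fit.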
D2 PAM = positively modulates the human D2 dopamine receptor allosterically | HEK293 T-REx D2, calcium flux, EC20 dopamine potentiation | potentiation, % at 10 µM | hit rate 0.34% among 340,000;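 active = potentiation over 3 SD above the plate norm, cut at about 30% in these data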; note: 0% is about no effect
Target sequence (P14416 whole entry, looked up): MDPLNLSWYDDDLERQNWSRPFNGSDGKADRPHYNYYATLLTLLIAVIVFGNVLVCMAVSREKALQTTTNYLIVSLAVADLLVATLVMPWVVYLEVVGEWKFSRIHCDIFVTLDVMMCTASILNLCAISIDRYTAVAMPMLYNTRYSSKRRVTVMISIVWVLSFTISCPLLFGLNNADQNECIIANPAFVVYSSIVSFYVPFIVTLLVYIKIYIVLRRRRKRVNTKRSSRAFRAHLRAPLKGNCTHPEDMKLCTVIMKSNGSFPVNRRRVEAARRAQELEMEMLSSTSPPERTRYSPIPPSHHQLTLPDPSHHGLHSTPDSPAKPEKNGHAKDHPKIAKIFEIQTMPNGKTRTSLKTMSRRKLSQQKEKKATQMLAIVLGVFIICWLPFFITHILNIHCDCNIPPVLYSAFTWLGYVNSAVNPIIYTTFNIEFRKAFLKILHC
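Potentiation of an EC20 dopamine calcium response is measured in a force-coupled, tetracycline-inducible Hek293 Trex D2 line. Compound-only kinetic reads over 180 s flag agonists before dopamine addition.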
Vif-APOBEC3G blk = blocks the Vif interaction with human APOBEC3G; HeLa A3G-eYFP + Vif (tagged APOBEC3G with the HIV-1 protein that degrades it), YFP fluorescence, overnight; Potency, µM (top dose mostly 46.1 µM), without a hit: top-dose activity, negative = active, actives largely listed as inhibitors; hit rate 0.076% among 410,000; AID 602310;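 note: potency is the fitted concentration of half-maximal effect; % is set by controls: 0 for no effect and ±100 for the full control effect; nearly all actives have a fitted effect of over 60% in size; hits raise eYFP signal because A3G escapes Vif-driven loss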
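HeLa cells stably expressing Vif and C-terminally eYFP-tagged A3G, seeded overnight at 37 deg C, then exposed to compound by pintool overnight at 37 deg C. Rise in yellow fluorescence (Ex 488/Em 500-530, Acumen) marks blocked Vif-driven A3G degradation.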
* marks the source's active call; other numbers are inactive results; ? = inconclusive; nt = not tested or not shown; & = joins results of further samples. Unless noted, calls come from the whole dose curve; as a rule, active = well fitted curve in the direction sought with a large enough effect; inconclusive = small, poorly fitted or top-dose-only effect, or another doubt; inactive = no such curve, though single readings can be large; an effect the other way counts as inactive or inconclusive. Only part of the results is shown (hit frequency here may not be typical).

| Molecule | Glioma ERSR ind | RXFP1 antagonist | Vif-APOBEC3G blk | D1 antagonist | D1 PAM | Vif-APOBEC3F blk | D2 PAM | RXFP1 agonist | D1 agonist |
| --- | --- | --- | --- | --- | --- | --- | --- | --- | --- |
| COc1cccc(C2CC(=O)Nc3c2c(=O)n(C)c2nc4ccccc4n32)c1OC (centres undefined) | -1.7% | nt | 2.8% | -4.0 | -3.0 | 3.2% | 0.1 | -2.2% | -0.7 |
| CC(C)c1ccc(CN(C(=O)c2cc3ccccc3oc2=O)C2CCS(=O)(=O)C2)cc1 (centres undefined) | 0.7%&4.9% | -18.2&14.3 | -0.4%&-0.4% | -4.9&-21.5 | -4.7&-1.1 | 0.1%&4.5% | -11.1&7.2 | 2.2%&-0.3% | 0.7&3.2 |
| COc1ccccc1-c1cc(C(F)(F)F)nc(N2CCN(c3ccc(F)cc3)CC2)n1 | -3.4% | 1.6 | -1.6% | 9.5 | 1.1 | -2.3% | -1.3 | -0.3% | 0.6 |
| O=C(c1ccc(-c2ccc(Cl)cc2Cl)o1)N1CCOCC1 | -2.2% | 1.4 | -0.1% | -17.1 | 0.8 | 0.0% | -1.9 | 0.6% | 0.7 |
| Cc1ccc(NC(=O)CN2C(=S)NC(C)(C)CC2C)cc1Cl (centres undefined) | -1.4% | -22.8 | 0.9% | -4.1 | -3.0 | -0.9% | -6.6 | -2.3% | 5.8 |
| CCOC(=O)c1[nH]c2ccc(OC)cc2c1NC(=O)c1ccccc1C(=O)O | 1.3% | -14.9 | 4.2% | 0.9 | -1.4 | 20.6% | 0.6 | -0.2% | 4.4 |
| O=C(COC(=O)c1ccccn1)NCc1ccc(Cl)cc1Cl | -5.6% | 7.5 | -6.2% | -14.2 | 1.7 | -11.8% | -8.2 | -0.2% | 1.1 |
| CC(Sc1nc(-c2ccccc2)cc(C(F)(F)F)n1)C(=O)NCCN1CCOCC1 (centres undefined) | -3.2% | -16.3 | -1.4% | 4.6 | -1.7 | 1.1% | -8.4 | 0.6% | 0.8 |
| Cc1nc(-c2coc3c(CN(C)C)c(O)ccc3c2=O)cs1 | 1.2% | -1.5 | -6.1% | 7.6 | -3.0 | 4.5% | 9.8 | 4.9% | 0.2 |
| Cn1c(SCC(=O)c2ccccc2)nc2cccnc21 | -2.5% | -4.6 | 2.2% | 1.0 | -4.4 | -8.1% | 6.2 | 1.7% | 3.4 |
| c1ccc(-c2cc(-c3nnc4sc(-c5ccccn5)nn34)[nH]n2)cc1 | 0.3% | nt | -7.8% | -7.8 | -12.0 | ? | -5.3 | -0.2% | 5.4 |
| O=C(Nc1cccc(F)c1)c1ccc(S(=O)(=O)NCC2CCCO2)cc1 (centres undefined) | 2.6% | -25.7 | 0.4% | -1.9 | 3.0 | -6.5% | nt | 0.1% | 3.1 |
| Cc1cccc(NC(=O)CSc2nc3c([nH]c4ccccc43)c(=O)n2C)c1C | -3.7% | 24.9 | -2.5% | -51.2* | 0.6 | -6.9% | -7.6 | 3.4% | 1.6 |
| O=C(NCCN1C(=O)C2C3C=CC(C3)C2C1=O)N1CCCCC1 (centres undefined) | -2.5% | 5.6 | 1.7% | 5.9 | 5.5 | -3.4% | 4.0 | 0.3% | 0.6 |
| CCS(=O)(=O)N1CCN(Cc2ccccc2OC)CC1 | -2.2% | -20.9 | -3.9% | -2.0 | -4.8 | -4.3% | -13.1 | 1.6% | 2.7 |
| CC(C(=O)Nc1ccccc1C(=O)O)n1c(C(F)(F)F)nc2ccccc21 (centres undefined) | -2.4% | -6.1 | -0.5% | 6.2 | 4.3 | 9.5% | 1.3 | 0.1% | 1.5 |
| O=C(CSCc1ccccc1)Nc1ccc2c(c1)C(=O)NC2=O | 2.0% | -31.5 | -3.4% | -19.4 | -6.8 | -10.2% | -16.8 | -3.1% | 0.6 |
| Cc1cccc(NC(=O)CSc2nnnn2C)n1 | -4.7% | -2.6 | -0.3% | -5.9 | -0.8 | 9.0% | 1.0 | 0.1% | 3.3 |
| COc1ccc(OCC(=O)Nc2ccc3c(c2)nc(CCN2CCCCC2)n3C)cc1 | -4.2% | -38.4 | -4.7% | 11.6 | -6.4 | 0.4% | -3.1 | 0.1% | 1.3 |
| Cc1ccc(OCc2ccoc2C(=O)O)cc1C | 5.2% | -1.6 | -1.0% | 8.6 | 3.1 | -0.5% | -4.6 | -0.8% | 1.3 |
| Cc1ccc(C)c(OCC(=O)NC(Cc2c[nH]c3ccccc23)C(=O)O)c1 (centres undefined) | 0.6% | 2.0 | -2.3% | 2.3 | 6.2 | 4.0% | -1.4 | 0.7% | 1.7 |
| Cc1cc(C)c(S(=O)(=O)N2CCN(C(=O)CC(C)n3nc(C)nc3C)CC2)c(C)c1 (centres undefined) | -2.5% | 1.1 | -3.0% | nt | nt | -1.3% | nt | nt | nt |
| O=C(NC1CCS(=O)(=O)C1)c1cccc(Br)c1 (centres undefined) | -4.5% | -5.7 | -0.4% | 9.6 | 0.7 | -2.5% | -8.3 | 0.6% | 2.3 |
| Cc1sc2ncnc(SCC(=O)c3ccc(Cl)s3)c2c1C | nt | nt | nt | -18.6 | 3.8 | nt | 2.0 | 5.4% | 1.9 |
| O=C(O)/C=C/c1coc2ccccc2c1=O | -3.0% | -6.5 | -4.5% | -4.4 | -5.2 | 3.3% | -9.5 | -1.6% | 0.0 |
| COc1cccc(Cn2cc(C(=O)c3ccc(Cl)cc3)c(=O)c3ccccc32)c1 | -3.1% | -9.7 | -1.0% | -4.1 | 0.1 | -0.7% | -0.4 | -0.4% | 8.9 |
| Cc1ccc(C(C(=O)NCc2ccccc2)N(C(=O)c2csnn2)C2CC2)cc1 (centres undefined) | 1.1% | -2.9 | -1.7% | 3.0 | 4.8 | -1.7% | 6.7 | -3.4% | 2.4 |
| Cc1ccc(N2CCN(c3nc4ccc(C(=O)c5ccccc5)cc4n4cnnc34)CC2)c(C)c1 | -3.7% | -10.3 | 0.5% | -4.5 | -2.0 | ? | 3.6 | 19.7% | -1.2 |
| O=C(Cc1cccc2ccccc12)NC(NC(=S)Nc1ccccc1Cl)C(Cl)(Cl)Cl (centres undefined) | -2.9% | -62.8* | 1.7% | -0.8 | 1.9 | 5.1% | 21.2 | 4.6% | 2.1 |
| CC(=O)Nc1ccc(S(=O)(=O)Nc2cccc(N(C)S(C)(=O)=O)c2)cc1 | -3.7% | -3.2 | -2.3% | -25.9 | -4.7 | -6.2% | -3.0 | -0.8% | 0.9 |
| COc1cccc(C(=O)NCC(c2ccco2)N2CCc3ccccc3C2)c1 (centres undefined) | -3.0% | -9.2 | 0.7% | 1.9 | 7.7 | -11.0% | 1.4 | -0.7% | 10.2 |
| CCCCc1[nH]c(=O)c(C#N)c2c1CCCC2 | -2.2% | -20.8 | 1.4% | 9.4 | 1.9 | -1.3% | -2.9 | 1.3% | 1.1 |
| O=C(/C=C/Nc1ccc(S(=O)(=O)Nc2cnc3ccccc3n2)cc1)c1cccnc1 | -1.5% | 4.4 | 1.4% | -19.3 | -1.6 | 8.2% | -4.5 | 3.0% | 2.7 |
| COC(=O)c1ccc(CNC(=O)COC(=O)CCC(=O)c2ccc(F)cc2)cc1 | -1.9% | 2.0 | -0.4% | nt | nt | 2.9% | nt | nt | nt |
| CNC(=O)NC(=O)CN1C(=O)NC2(CCOc3ccccc32)C1=O (centres undefined) | -3.7% | -9.1 | -5.4% | 2.9 | -2.2 | -38.8% | 19.2 | 3.2% | 9.4 |
| O=C(Cn1cnc2onc(-c3ccc(F)cc3)c2c1=O)N1CCN(c2ccc(F)cc2)CC1 | -2.8% | nt | 0.8% | -2.0 | 1.4 | 5.0% | 3.5 | 1.1% | 2.0 |
| CC(C)=NOCC(=O)Nn1c(COc2c(C)cccc2C)nc2ccccc2c1=O | -3.2% | 10.5 | -3.7% | 5.2 | 5.3 | 6.4% | 0.7 | -0.7% | 2.4 |
| O=C(NC(=S)Nc1ccc2[nH]c(=O)[nH]c2c1)c1ccccc1Cl | -2.8% | -3.0 | 1.2% | -0.1 | -4.2 | 2.9% | -4.2 | -2.6% | 0.7 |
| COc1ccc(/C=C/C(=O)Nc2ccccc2C(N)=O)cc1S(=O)(=O)N1CCOCC1 | 1.0% | 5.4 | -1.3% | -4.6 | -4.8 | -1.0% | -8.0 | -0.8% | 6.0 |
| CCOC(=O)c1cnc(-n2nc(C)cc2C)nc1Nc1ccc(C)cc1 | -4.9% | -5.0 | -3.2% | 5.1 | 0.3 | -9.7% | -3.6 | 2.5% | 1.9 |
| Cc1ccc(Nc2ccc(N3CCN(C(=O)c4ccc([N+](=O)[O-])cc4Cl)CC3)nn2)cc1 | -0.4% | -2.6 | 3.8% | nt | -1.0 | -2.3% | nt | 0.5% | -0.5 |
| COc1ccc(/C=C(/NC(=O)c2ccccc2)C(=O)NC2CCS(=O)(=O)C2)cc1 (centres undefined) | -4.6% | -3.4 | 2.8% | 15.2 | 3.0 | 0.1% | 11.0 | -0.6% | 1.4 |
| CC(C)c1ccc(NNC(=O)C2CCC2)cc1 | 3.9% | -8.5 | -0.9% | -2.5 | 0.5 | 6.4% | -1.0 | -0.3% | 1.3 |
| COc1ccc(N2CCN(C3C(=O)c4ccccc4N3C(C)=O)CC2)cc1 (centres undefined) | -2.2% | -1.9 | 5.0% | -21.0 | -4.8 | -4.6% | nt | -0.2% | 2.7 |
| COCCN(CCOC)C(=O)N1CCOCC1 | -4.4% | 5.8 | -0.4% | -22.3 | 0.2 | -1.1% | -3.0 | 1.5% | 1.8 |
| O=C1CSC(=S)N1/N=C/c1ccc(Cl)c([N+](=O)[O-])c1 | nt | nt | nt | 1.0 | 5.7 | nt | 7.9 | -1.8% | 0.6 |
| COC(=O)C[C@H]1C[C@H]2c3cc(NC(=O)C4CCC4)ccc3O[C@H]2[C@H](CO)O1 | -4.3% | 8.5 | 5.1% | nt | nt | -4.3% | nt | nt | nt |
| O=C(NCCc1ccc(Cl)cc1)c1nnc(Cc2ccc(Cl)cc2Cl)o1 | -1.8% | -3.3 | 1.1% | -4.1 | 4.0 | -2.1% | -4.1 | 6.7% | 6.0 |
